# Mm-Cpn inhibitor = blocks the Methanococcus maripaludis chaperonin Mm-Cpn; purified Mm-Cpn ATPase, ADP Transcreener TR-FRET; Potency, µM (top dose mostly 76.9 µM), for inactives: at the highest dose activity, negative = inhibition, usual class: inhibitors; 0.031% of 330,000 active; AID 504842; further: potency means the concentration at half of the fitted maximal effect; on the % scale 0 is the no-effect control and ±100 the full control effect; nearly all actives have a fitted effect of over 80% in size
#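 Reaction buffer contained 30 mM Tris pH 7.4, 100 mM KCl, 5 mM MgCl2 and 1 mM DTT. Mm-CPN (25 nM final) hydrolysed 10 uM ATP over 30 min at 37°C; ADP was read by HTRF.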
# Abeta rescue = restores growth of yeast expressing A-beta42 peptide; 0.063% of 410,000 active; Potency, µM (doses to about 46.1 µM), for inactives: at the top dose growth rescue, most hits filed as activators; yeast expressing A-beta42, growth rescue, OD600, 48 h; response scale: 0% DMSO, 100% iron-clioquinol control; AID 1347071; further: potency means the concentration at half of the fitted maximal effect; nearly all actives have a fitted effect of over 55% in size
#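 Yeast growth medium received pinned compounds, then yeast cells expressing toxic A-beta were added; plates incubated at 30 C for 48 hr. Growth read as absorbance at 600 nm, normalized to DMSO and equimolar FeCl3 plus clioquinol controls.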
# TGFb inhibitor = blocks TGF-b signaling; HepG2 CAGA-GFP TGF-b/SMAD3 reporter, GFP fluorescence, 18 h; TGF-beta stimulated, 500 pg/mL final; Potency, µM (series often up to 46.1 µM), inactives show top-dose activity, negative = inhibition, usual class: inhibitors; 1.2% of 410,000 active; further: potency means the concentration at half of the fitted maximal effect; on the % scale 0 is the no-effect control and ±100 the full control effect; nearly all actives have a fitted effect of over 65% in size
#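 GFP signal (ex488/em500-530) from TGF-beta-stimulated HEPG2 CAGA-GFP cells, 500 pg/mL final, 18 h at 37 degrees C in DMEM plus 1% FBS, normalized to unstimulated and DMSO-stimulated controls.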
# CCT modulator = cytosolic chaperonin activity modulation. purified chaperonin ATPase assay, HTRF ADP detection, 30 min. activity change, % (concentration not given with the values), hits read low. 0.3% of 360,000 active. AID 651819; in the data active means activity change below about -30%; further: on the % scale 0 is the no-effect control and ±100 the full control effect
#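 TRiC at 40 or 20 nM final (batch-dependent) in 30 mM Tris pH 7.4, 100 mM KCl, 5 mM MgCl2, 1 mM DTT, with compound at single 76 uM and 10 uM ATP, 30 min at 37 deg C. ADP detected by HTRF Transcreener, 665/615 ratio.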
# Nrf2 activator = Nrf2 pathway activation; AREc32 ARE-luciferase reporter (MCF7-derived line), luminescence, 24 h; Potency, µM (top dose mostly 46.1 µM), without a hit: at the top dose activation, hits mostly activators; 0.31% of 410,000 active; AID 624171; further: potency means the concentration at half of the fitted maximal effect; % of control where 0% means no effect; nearly all actives have a fitted effect of over 65% in size
#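 Quantitative high-throughput format: AREc32 reporter cells, 1000 per well, received compound by pin transfer and were incubated 24 hr at 37 deg C, 5% CO2, before Steady-Glo luminescence detection.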
# Nrf2 inh = blocks Nrf2 signaling; A549 ARE-Fluc reporter, luciferase luminescence, 18-24 h; 2.1% of 360,000 active; Potency, µM (highest dose often 46 µM), for the others: at the top dose activity change, negative = inhibition, actives largely listed as inhibitors; further: potency means the concentration at half of the fitted maximal effect; on the % scale 0 is the no-effect control and ±100 the full control effect; nearly all actives have a fitted effect of over 60% in size
#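 Cells were seeded and rested 2 h, then exposed to compounds for 18-24 h. CellTiter-Fluor was read first as a viability measure. BugLite was added 15 min before the final luminescent read of ARE-luciferase activity in A549 cells.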
# Akt phos inh = Akt phosphorylation inhibition; Neuro2A IGF-stimulated pAkt S473 HTRF, 20 min; active compounds read low; activity change, % for hits at 50 µM; 0.32% of 360,000 active; AID 651550; in the data active means activity change below about -80%; inconclusive means mostly about -51% to -80%; further: on the % scale 0 is the no-effect control and ±100 the full control effect
#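 Neuro2A cells (4,500/well, DMEM with 0.5% FBS) were treated with compound at a single 50 µM final concentration, stimulated with 6 nM IGF for 20 min at 37 °C, and lysed. Phospho-Akt Ser473 was read by HTRF as 665/615 ratio ×10^4.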
# A549 viability = counter-screen for Nrf2 inhibitors: cytotoxicity in A549 cells. A549 ARE-Fluc cells, CellTiter-Fluor viability, 18-24 h. Potency, µM (top dose mostly 46 µM), inactives show at the top dose activity change, negative = cytotoxicity, hits mostly inhibitors. 0.16% of 390,000 active. AID 504648; further: potency means the concentration at half of the fitted maximal effect; on the % scale 0 is the no-effect control and ±100 the full control effect
#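 A549 ARE-Fluc cells in 5% FBS OPTI-MEM, 5000 cells/well, rested 2 h then exposed to compounds in concentration-response for 18-24 h at 37 °C. Viability by CellTiter-Fluor fluorescence (Ex 405/Em 525) after 30 min; luciferase luminescence (BugLite, 15 min, RT) read afterwards.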
# HepG2 viability = HepG2 cytotoxicity, counter-screen for TGF-b inhibitors. Potency, µM (series often up to 46.1 µM), for the others: at the highest dose activity change, negative = cytotoxicity, hits mostly cytotoxic. HepG2 CAGA-GFP viability, ATP luminescence, 18 h. 0.76% of 410,000 active; further: potency means the concentration at half of the fitted maximal effect; some results filed as inactive show a strong effect at the top dose
#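 HepG2 CAGA-GFP cells (1000/well, DMEM with 1% FBS) received compound, then TGF-beta at 500 pg/mL final, and were incubated 18 hours at 37 degrees C. Viability was read by CellTiter-Glo luminescence. Media-only wells were set as complete cell-killing and DMSO as no toxicity.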
# * hit, by the source's call; i = inactive; ? = inconclusive; nt = no result given; & = joins results of further samples. Unless noted, the call rests on the fitted dose curve; in most records, active means well fitted curve in the direction sought with a large enough effect; inconclusive means small, poorly fitted or top-dose-only effect, or another doubt; inactive means no such curve, though single readings can be large; an effect the other way counts as inactive or inconclusive.
# Assay codes – A = Mm-Cpn inhibitor; B = Abeta rescue; C = TGFb inhibitor; D = CCT modulator; E = Nrf2 activator; F = Nrf2 inh; G = Akt phos inh; H = A549 viability; I = HepG2 viability
> Clc1cncc(Cl)c1N/N=C/c1ccccc1
  A = -4% | B = -13% | C = 25% | D = -4.4 | E = 10% | F = 21% | G = i | H = 0% | I = -26%
> CCOc1ccc2[nH]cc(C(=O)N3CCN(C4CCCCC4)CC3)c(=O)c2c1
  A = nt | B = 13% | C = 5% | D = -57* | E = -0.5% | F = 0% | G = i | H = -3% | I = 2%
> CC(C)(C)OC(=O)NCCCCC1=CC2=CC(=O)C(C)(O)C(=O)C2=CO1 (stereo unspecified)
  A = nt | B = -2% | C = -1% | D = 0.7 | E = -1.6% | F = 7% | G = i | H = -11% | I = -16%
> Cc1c(CC(=O)N2CCCCC2)c(=O)oc2cc3occ(C(C)(C)C)c3cc12
  A = nt | B = 2% | C = 0% | D = nt | E = -0.7% | F = 17% | G = nt | H = -2% | I = 2%
> Cc1occc1C(=O)Nc1nnc(-c2ccncc2)s1
  A = -5% | B = -2% | C = -21% | D = -1.0 | E = -0.2% | F = -4% | G = i | H = 1% | I = 3%
> Cc1ccc(C(=O)NC(=S)Nc2ccc(N3CCOCC3)cc2)cc1C
  A = -1% | B = 2% | C = -2% | D = 2.1 | E = -0.1% | F = -17% | G = i | H = -6% | I = -24%
> Cc1nn2c3c(cnc2c1-c1ccc(Cl)cc1)C(=O)CC(c1ccco1)C3 (stereo unspecified)
  A = -1% | B = -6% | C = -8% | D = -0.6 | E = ? | F = -21% | G = i | H = -4% | I = 11%
> N#CC1=C(N)Oc2n[nH]c(-c3ccccc3)c2C12C(=O)Nc1ccccc12 (stereo unspecified)
  A = -4% | B = ? | C = ? | D = 0.3 | E = -0.1% | F = ? | G = i | H = -8% | I = 4%
> O=C(NC(=S)Nc1ccc2oc(-c3ccncc3)nc2c1)c1ccccc1F
  A = -11% | B = -11% | C = 0% | D = 1.5 | E = 0.4% | F = -1% | G = i | H = 4% | I = 8%
> Cc1cc(=O)[nH]c(SCC(=O)NCC2CCCO2)n1 (stereo unspecified)
  A = -1% | B = -12% | C = -12% | D = 0.0 | E = -1.1% | F = 7% | G = i | H = 7% | I = 6%
> Cc1nn(-c2ccccc2)c(Cl)c1/C=N/N1CCN(c2ccccn2)CC1
  A = ? | B = -8% | C = -13% | D = -1.5 | E = 3.7% | F = 11% | G = i | H = 6% | I = -5%
> COc1ccccc1-n1cnnc1SCC(=O)Nc1cccnc1Cl
  A = 2% | B = -7% | C = 9% | D = -2.4 | E = 0.2% | F = 0% | G = i | H = 0% | I = 1%
> O=C(N/N=C(/CC(=O)c1cccs1)C(F)(F)F)c1ccc(O)cc1
  A = 0% | B = 3% | C = ? | D = 1.6 | E = 8.5% | F = -13% | G = i | H = -20% | I = 2%
> COc1ccccc1/C=C/C=N/n1c(-c2ccccn2)n[nH]c1=S
  A = -1% | B = -6% | C = -9% | D = 0.6 | E = 7.6% | F = 0% | G = i | H = -2% | I = 4%
> C1CC(CN2CCOCC2)CN(c2nc3nonc3nc2N2CCSCC2)C1 (stereo unspecified)
  A = 0% | B = -11% | C = 1% | D = -1.8 | E = -0.2% | F = 8% | G = i | H = 0% | I = 0%
> Cc1cc(C)c(NC(=O)COc2nc3ccccc3nc2C)c(C)c1
  A = -8% | B = 3% | C = 9% | D = -2.0 | E = -0.7% | F = -23% | G = i | H = -3% | I = 6%
> S=c1[nH]nc(Cc2ccccc2)n1-c1ccc(Cl)cc1
  A = -9% | B = 23% | C = -7% | D = 1.0 | E = -0.5% | F = 18% | G = i | H = 3% | I = 7%
> O=C1/C(=C/c2cccnc2)SC(=S)N1NS(=O)(=O)c1ccccc1
  A = 1% | B = 3% | C = 3% | D = -4.4 | E = 7.6% | F = -8% | G = i | H = -2% | I = -37%
> O=C(CN1CCN(S(=O)(=O)c2ccc(Br)s2)CC1)N1CCCCC1
  A = -21% | B = 4% | C = -10% | D = 0.4 | E = 0.2% | F = -2% | G = i | H = 2% | I = -14%
> C/C(=N\NC(=O)CC1(C)OCCO1)c1cccs1
  A = 1% | B = -12% | C = -8% | D = -1.2 | E = -0.8% | F = -2% | G = i | H = -5% | I = -14%
> CCNC(=O)CSc1nnc(-c2cc(-c3ccc(Cl)cc3)nc3ccccc23)o1
  A = -19% | B = -3% | C = 3% | D = -7.0 | E = 0.1% | F = -8% | G = i | H = 1% | I = -18%
> COc1ccc(CC(N)c2csc(NC(=O)c3cccs3)n2)cc1 (stereo unspecified)
  A = nt | B = -14% | C = 14µM* | D = -0.9 | E = 8.0% | F = nt | G = i | H = nt | I = -26%
> CCOc1cc(Cl)c(S(=O)(=O)NCCCN2CCOCC2)cc1Cl
  A = -1% | B = 12% | C = 0% | D = 0.1 | E = -0.4% | F = 4% | G = i | H = 7% | I = -20%
> CC(=O)Nc1ccc(S(=O)(=O)NCCc2ccc(S(N)(=O)=O)cc2)cc1
  A = -4% | B = -7% | C = 2% | D = -2.2 | E = 0.2% | F = 4% | G = i | H = 15% | I = -8%
> CC(C)(C)c1cnnn1-c1ccc(C(=O)CCl)cc1
  A = 1% | B = -1% | C = 6% | D = -0.5 | E = -0.4% | F = -8% | G = i | H = -8% | I = -16%
> O=C(COC(=O)c1ccccc1OCc1ccccc1Cl)NCC1CCCO1 (stereo unspecified)
  A = 1% | B = 11% | C = ? | D = -2.0 | E = 3.2% | F = 2% | G = i | H = 2% | I = -34%
> CCN(CC(=O)NCc1ccco1)S(=O)(=O)c1ccc(F)cc1
  A = 2% | B = -16% | C = -2% | D = -2.6 | E = 2.6% | F = -5% | G = i | H = 5% | I = -1%
> CCOC(=O)Cn1c(=O)c2c(nc(Br)n2Cc2ccc(Cl)cc2)n(C)c1=O
  A = -1% | B = -2% | C = 10% | D = 0.9 | E = 2.1% | F = 11% | G = i | H = 4% | I = 11%
> CC(C)[C@H](NC(=O)c1cccc(CN(Cc2ccccc2)C(=O)/C=C/c2ccccc2)c1)C(=O)O
  A = nt | B = 3% | C = 21% | D = -0.4 | E = -0.2% | F = -28% | G = i | H = -10% | I = 0%
> Cc1nn(Cc2ccc(Cl)c(Cl)c2)c(C)c1NC(=O)c1noc2c1CCCCC2
  A = 1% | B = -1% | C = -14% | D = -1.8 | E = 5.2% | F = -21% | G = i | H = -22% | I = -22%
> Cc1cccc(C(C)C)c1NC(=O)c1ccc(COc2ccc3c(C)cc(=O)oc3c2)cc1
  A = ? | B = 6% | C = -1% | D = -1.6 | E = 0.5% | F = ? | G = i | H = -4% | I = -1%
> CCOc1ccc(OCC(=O)Nc2ccccc2N2CCCC2)cc1
  A = 0% | B = -6% | C = -10% | D = -1.2 | E = -0.1% | F = 6% | G = i | H = 2% | I = -4%
> COCCN(CCOC)C(=O)C1CCN(c2ccc(S(=O)(=O)N3CCOCC3)cc2[N+](=O)[O-])CC1
  A = 1% | B = -2% | C = -2% | D = 2.6 | E = -0.3% | F = -3% | G = i | H = 1% | I = 3%
> N=c1oc2ccc(Br)cc2cc1C(=O)NC1CCCCCC1
  A = -4% | B = 2% | C = 5% | D = -0.1 | E = 3.2% | F = 1% | G = i | H = 2% | I = 5%
> Cc1cc(NC(=O)CN2CCc3ccccc3C2)nc2c1c(=O)oc1ccccc12
  A = -2% | B = 0% | C = -1% | D = -0.5 | E = 14% | F = 13% | G = i | H = 12% | I = -3%
> O=C(Cn1cnc([N+](=O)[O-])c1)NCc1ccc(F)cc1
  A = -2% | B = -1% | C = 21% | D = -1.8 | E = -0.1% | F = -1% | G = i | H = 3% | I = 6%
> S=C(Nc1ccccc1Cl)N(CCN1CCCCC1)Cc1ccco1
  A = 0% | B = -8% | C = -1% | D = 1.1 | E = 0.1% | F = 3% | G = i | H = 4% | I = -17%
> COc1ccc(OCCSc2nnc(C)n2-c2ccccc2)cc1
  A = -1% | B = -1% | C = -4% | D = -2.1 | E = 3.0% | F = 1% | G = i | H = 8% | I = -12%
> COc1ccccc1NC(=O)c1ccc2nc(C)sc2c1
  A = -1% | B = 0% | C = 11% | D = 0.1 | E = -0.7% | F = 5% | G = i | H = -6% | I = 1%
> CSCCC(NC(=O)c1cccc(S(=O)(=O)N2CCOCC2)c1)c1nc2ccccc2[nH]1 (stereo unspecified)
  A = 1% | B = 5% | C = -7% | D = -0.2 | E = 0.0% | F = -7% | G = i | H = 6% | I = -6%
> CN1CCN(c2ccc(NC(=O)CSc3nnnn3-c3ccccc3Cl)cc2)CC1
  A = 0% | B = -3% | C = -4% | D = -2.1 | E = 3.8% | F = 0% | G = i | H = ? | I = -16%
> O=c1cc(O)nc(SCc2ccccc2)n1-c1ccccc1
  A = -5%&-7% | B = 8%&12% | C = -7%&-5% | D = -1.7&-0.8 | E = -0.7%&-0.6% | F = 2% | G = i | H = -7%&-2% | I = 8%&1%

# One compound at a time, from the list above. Order of values: Mm-Cpn inhibitor	Abeta rescue	TGFb inhibitor	CCT modulator	Nrf2 activator	Nrf2 inh	Akt phos inh	A549 viability	HepG2 viability
# Listed for CC(=O)Nc1ccc(S(=O)(=O)NCCc2ccc(S(N)(=O)=O)cc2)cc1 : -4%	-7%	2%	-2.2	0.2%	4%	i	15%	-8%
# Listed for CCOc1ccc2[nH]cc(C(=O)N3CCN(C4CCCCC4)CC3)c(=O)c2c1 : nt	13%	5%	-57*	-0.5%	0%	i	-3%	2%
# Listed for O=C(CN1CCN(S(=O)(=O)c2ccc(Br)s2)CC1)N1CCCCC1 : -21%	4%	-10%	0.4	0.2%	-2%	i	2%	-14%

# Screens as filed in PubChem.
